# High-throughput results from PubChem.
# SW480 rereplic: A quantitative high throughput screen for small molecules that induce DNA re-replication in SW480 colon adenocarcinoma cells; SW480 DNA re-replication, Hoechst DNA content imaging, 48 h; Potency, µM (highest dose often 46.1 µM), without a hit: top-dose re-replication activation, usual class: activators; hit rate 1.8% among 340,000; AID 624297, 2012; also: potency is read from the fitted curve at half-maximal effect; % of control where 0% means no effect; nearly all actives have a fitted effect of over 55% in size
#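 Image-based read-out: total Hoechst fluorescence of nuclei (405 nm excitation, 500-530 nm emission), with hits raising the fraction of high-intensity nuclei. SW480 colon cells incubated 48 hr with compounds at 37 C.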
# HT1080 IDH1KD tx: qHTS for induction of synthetic lethality in tumor cells producing 2HG: qHTS for the HT-1080-IDH1KD cell line; HT-1080 IDH1 knockdown viability, ATP luminescence, 48 h; Potency, µM (highest dose often 46.1 µM), without a hit: at the highest dose activity, negative = toxicity, actives largely listed as cytotoxic; hit rate 2% among 360,000;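 also: potency is read from the fitted curve at half-maximal effect; 0% = DMSO wells and -100% = cell-free medium wells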
#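 After a 2 h attachment period, IDH1KD HT-1080 cells took pin-transferred compound for 48 h at 37 °C; ATP-based luminescence after 10 min room-temperature reagent incubation reported viability.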
# HT1080NT lethal: qHTS for induction of synthetic lethality in tumor cells producing 2HG: qHTS for the HT-1080-NT fibrosarcoma cell line; HT-1080-NT fibrosarcoma viability, CellTiter-Glo ATP luminescence, 48 h; Potency, µM (series often up to 46.1 µM), inactives show at the highest dose activity, negative = less viability, actives largely listed as cytotoxic; hit rate 1.6% among 360,000;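 also: NT is the 2HG producing partner of a matched IDH1 knockdown line; potency is read from the fitted curve at half-maximal effect; 0% = DMSO-treated cells and -100% = media-only wells without cells; nearly all actives have a fitted effect of over 55% in size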
#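 Luminescent CellTiter-Glo readout after 48 hours of compound exposure at 37 degrees C defined viability of HT-1080-NT cells. Activity was normalized to DMSO wells and cell-free media wells; concentration-response curves were fitted and assigned curve classes.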
# ATXN2 expr inh: Primary qHTS for Inhibitors of ATXN expression. HEK-293 ATXN2-luciferase reporter, luminescence, 24 h. hit rate 0.72% among 360,000. AID 1745845, 2022. Potency, µM (highest dose often 57 µM), for the others: at the top dose activity change, negative = inhibition, usual class: inhibitors; also: potency is read from the fitted curve at half-maximal effect; % is scaled to controls: 0 for no effect and ±100 for the full control effect; nearly all actives have a fitted effect of over 55% in size
#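 ATXN2-luciferase reporter cells (luciferase flanked by upstream and downstream ATXN2 gene portions) were treated 24 h at 37 °C with compounds at up to 57 uM. SteadyGlo luminescence gave expression; GF-AFC fluorescence gave viability.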
# MCF10A rerep: A quantitative high throughput screen for small molecules that induce DNA re-replication in MCF 10a normal breast cells | Potency, µM (top dose mostly 46.1 µM), for inactives: top-dose activity, positive = re-replication, hits mostly activators | AID 624296, 2012 | hit rate 2.9% among 350,000 | MCF 10A DNA re-replication, Hoechst nuclear intensity, 48 h; also: potency is read from the fitted curve at half-maximal effect; % of control where 0% means no effect; nearly all actives have a fitted effect of over 50% in size
# KB-V1 MDR tox: qHTS assay for MDR1-selective chemotherapeutics: Primary screen using the drug-selected MDR subline cells KB-V1; KB-V1 MDR cells viability, CellTiter-Glo, 72 h; hit rate 3.4% among 400,000; Potency, µM (series often up to 46.1 µM), for the others: at the highest dose activity change, negative = cytotoxicity, hits mostly cytotoxic; also: potency is read from the fitted curve at half-maximal effect; % is scaled to controls: 0 for no effect and ±100 for the full control effect; nearly all actives have a fitted effect of over 60% in size
#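 KB-V1 cells (P-gp-expressing MDR subline of KB-3-1) in phenol-red-free DMEM with 10% FBS were exposed to library compounds over a concentration series for 72 h at 37 degrees C. Viability read by CellTiter-Glo luminescence; concentration-effect curves fitted after normalization.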
# S2 tox: Viability Counterscreen for Primary qHTS for Inhibitors of ATXN expression | S2 cells (HEK-293 line with an ATXN2-luciferase reporter) viability, CellTiter-Fluor protease fluorescence, 24 h | Potency, µM (highest dose often 56.7 µM), actives largely listed as cytotoxic | hit rate 0.49% among 400,000; also: potency is read from the fitted curve at half-maximal effect; nearly all actives have a fitted effect of over 40% in size
# KB-3-1 cytotox: qHTS assay for MDR1-selective chemotherapeutics: Primary screen using the parental adenocarcinoma cell KB-3-1; Potency, µM (top dose mostly 46.1 µM), for inactives: top-dose activity change, negative = cytotoxic, hits mostly cytotoxic; AID 1347075, 2019; KB-3-1 viability, CellTiter-Glo ATP luminescence, 72 h; hit rate 1.4% among 400,000; also: potency is read from the fitted curve at half-maximal effect; % is scaled to controls: 0 for no effect and ±100 for the full control effect; nearly all actives have a fitted effect of over 60% in size
#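 Parental KB-3-1 adenocarcinoma cells in phenol-red-free DMEM with 10% FBS were pin-treated with compounds at several concentrations, incubated 72 h at 37 °C, and viability read by CellTiter-Glo luminescence; concentration-effect curves were fitted after normalization.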
# IL1B secr inh: qHTS for Inhibitors of Inflammasome Signaling: IL-1-beta AlphaLISA Primary Screen | THP-1 LPS/ATP IL-1B secretion, AlphaLISA, 16 h; active compounds read low | activity change, % at 57.5 µM | hit rate 4.7% among 360,000; in the data active = activity change below about -50%; inconclusive = mostly about -30% to -49%; also: % is scaled to controls: 0 for no effect and ±100 for the full control effect
#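 Secreted IL-1B measured by AlphaLISA bead assay after 16 h compound exposure of THP-1 cells; compounds (final up to 57.5 uM) added 1 h before LPS (250 ng/mL) and ATP (1.25 mM) stimulation; lower signal means less secretion.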
# * = called active by the depositor; i = inactive; ? = inconclusive; . = no result given; & = joins results of further samples; [ ] = another dose, or the depositor's remark. Unless noted, calls follow the shape of the dose curve; as a rule, active = well fitted curve in the direction sought with a large enough effect; inconclusive = small, poorly fitted or top-dose-only effect, or another doubt; inactive = no such curve, though single readings can be large; an effect the other way counts as inactive or inconclusive.
SMILES,SW480 rereplic,HT1080 IDH1KD tx,HT1080NT lethal,ATXN2 expr inh,MCF10A rerep,KB-V1 MDR tox,S2 tox,KB-3-1 cytotox,IL1B secr inh
O=[N+]([O-])c1ccc(C2=NCCO2)cc1,-7%,21%,20%,.,0%,10%,i,4%,10
CCOC(=O)N1CCC2CC1c1cc(-c3cccc(OC)c3)ccc12 (stereo not given),-3%,-7%,0%,-10%,?,0%,i,0%,26
CC1=C(C(=O)N(C)CCC#N)C2(CCCCC2)OC1=O,-3%,8%,3%,4%,-8%,13%,i,2%,7
O=C(N/N=C/c1cccc([N+](=O)[O-])c1)C1CC(=O)N(c2ccc(F)cc2)C1 (stereo not given),40%,5%,2%,0%,?,1%,?,10%,8
COc1cc(CCC(N)c2cccc(O)c2)cc(OC)c1OC (stereo not given),2%,17%,1%,4%,0%,?,i,2%,-1
COc1ccc(/C=C(/NC(=O)c2ccccc2)C(=O)N/N=C/c2sccc2C)cc1,-3%,-3%,-6%,.,?,-14%,i,5%,0
COc1ccccc1CN1CCN(C(=O)c2ccncc2)CC1,2%[9.22 µM],13%,10%,-6%,-2%,-6%,i,0%,-2
CCOC(=O)c1c(C)[nH]c(C(=O)COC(=O)c2cc(C)oc2C)c1C,-3%,-24%,-2%,-31%,?,?,i,2%,?
CCOC(=O)Nc1csnn1,-5%,-8%,11%,48%[activator],11%,-2%,i,5%,20
Cc1ccccc1S(=O)(=O)N(C)C[C@@H]1OCc2cnnn2CCCC(=O)N([C@H](C)CO)C[C@H]1C,.,-5%,-13%,4%,.,-8%,i,-19%,25
Cn1c(SCC(=O)c2ccc(F)cc2)nnc1-c1ccccc1N,-9%,1%,-1%,33%,-7%,-23%,i,-2%,3
CCOC(=O)C1(CCCc2ccccc2)CCN(C(=O)[C@@H]2C[C@@H](C)NC(=S)N2)CC1,-7%,0%,-5%,-4%,-10%,-2%,?,3%,-11
Cc1cc(C)cc(Cn2cc(CN3CC(N(C)C)CS3(=O)=O)nn2)c1 (stereo not given),.,1%,17%,10%,.,34%,i,19%,5
COCC(C)NS(=O)(=O)c1ccc(C(=O)NCCCn2ccc3ccccc32)cc1 (stereo not given),20%,-12%,-1%,-20%,4%,-5%,i,-14%,17
Cc1cc(OCCCCCNCCO)cc(C)c1Cl,?,16µM*,?,?,?,0%,i,-14%,?
N/C(=N\OC(=O)c1ccc(Br)o1)c1ccccn1,1%,?,-19%,-37%,0%,-21%,i,2%,10
Cc1cc2c(NC(=O)Nc3ccc(F)cc3)cccc2nn1,-10%,29%,20%,2%,-1%,4%,i,-17%,31
C/C(=N\NC(=O)c1ccc(OC2OCCOC2Oc2ccc(C(=O)N/N=C(\C)c3ccncc3)cc2)cc1)c1ccncc1 (stereo not given),-35%[inhibitor],?,?,.,16%,5%,i,?,-2
Cc1cccc(C(=O)NNC(=O)Nc2ccccc2)c1,-1%,0%,14%,3%,-2%,7%,i,15%,9
COCCn1cc(C(=O)NCc2cccs2)c2c3ccccc3n(C)c2c1=O,4%,-18%,-22%,-8%,-8%,19%,?,1%,4
COc1ccc(CCN(C)C2CCCN(C(=O)Cn3cccn3)C2)cc1OC (stereo not given),-7%,18%,-3%,2%,0%,-5%,i,-11%,13
Cc1cccc(C(=O)Nc2ccccc2N2CCN(c3ccc(F)cc3)CC2)c1,4%,-9%,-2%,-26%,24%,-30%,i,-7%,-5
Cc1ccc(S(=O)(=O)N2CC3(O)CN(C(=O)OC(C)C)N(C(=O)OC(C)C)CC3(OC(=O)NCc3ccccc3)C2)cc1 (stereo not given),.,-6%,-5%,?,.,-7%,.,-18%,-24
O=C(Cc1c(F)cccc1Cl)Nc1cc(S(=O)(=O)N2CCOCC2)ccc1N1CCCC1,-5%,-3%,2%,-18%,4%,-23%,?,?,?
CC1CCCC(NC(=O)COC(=O)/C=C/c2ccc(F)cc2)C1C (stereo not given),-7%,10%,-1%,-5%,-7%,-8%,i,1%,-4

# An excerpt from above, showing only S2 tox:
Structure	S2 tox
Cc1cccc(C(=O)Nc2ccccc2N2CCN(c3ccc(F)cc3)CC2)c1	i
CC1CCCC(NC(=O)COC(=O)/C=C/c2ccc(F)cc2)C1C (stereo not given)	i

# New compounds follow
SMILES,SW480 rereplic,HT1080 IDH1KD tx,HT1080NT lethal,ATXN2 expr inh,MCF10A rerep,KB-V1 MDR tox,S2 tox,KB-3-1 cytotox,IL1B secr inh
N#Cc1ccncc1Sc1ccc(Cl)cc1,-4%,-1%,-9%,0%,-2%,22%,i,0%,15
O=C1NC[C@H](CCCCN2C[C@H](Cc3ccc(O)cc3)N(CCC3CCCCC3)C(=O)C2=O)N(CCc2ccc(O)cc2)C1=O,.,?,12%,4%,.,2%,i,21%,-7
COc1ccc(N2CC(O)=C(c3nc(-c4ccc(Cl)cc4)cs3)C2=N)cc1,-43%[inhibitor],4%,0%,-20%,?,18%,?,14%,32
COc1cc(NC(=O)CCc2c(C)nn(-c3ccc(N4CCOCC4)nn3)c2C)cc(OC)c1OC,-12%,10%,11%,10%&10%,2%,0%&-6%,i,0%&-7%,-27
Cc1nc(Nc2ccccc2C)c2cnn(C)c2n1,?,0%,-2%,-7%,22%,0%,i,3%,5
CCC(NCc1cccnc1)c1ccc(OC)c(OC)c1 (stereo not given),-1%,0%,2%,.,-1%,-7%,i,-1%,16
COc1cccc(-c2ccccc2C2=CC(=O)CC(C)(C)C2=O)c1,.,-1%,-1%,-13%,.,8%,i,-4%,-16
C#CCSc1[nH]c(=O)cc(C)c1C#N,-2%,?,-5%,-21%,5%,-3%,i,1%,-6
C#CC(C)(CC)NC(=O)c1cc2c(n(-c3ccc(Cl)cc3)c1=O)CC(C)(C)CC2=O (stereo not given),.,.,.,-24%,.,?,?,-10%,.
O=C(CCN=C1NS(=O)(=O)c2ccccc21)N1CCc2ccccc2C1,-4%,4%,6%,-3%,-8%,-15%,i,2%,7
CCC(C)NC(=O)c1ccccc1-c1ccccc1C(=O)NC(C)CC (stereo not given),6%,0%,7%,-11%,21%,?,i,-10%,15
Cc1ccc(S(=O)(=O)Nc2ccc3c(c2)OCCO3)cc1,-12%,-20%,-8%,-4%,11%,23µM*,i,?,-8
CCCCc1nc2cc(C(=O)NCCc3cnn(C)c3)ccc2o1,1%,-9%,-1%,22%,-3%,?,i,-10%,-5
CC1(C(=O)Nc2cccc3cccnc23)CCN1C(=O)CCC1CCCC1 (stereo not given),.,-10%,-3%,-13%,.,4%,?,0%,?
O=C(NNC(=S)NC1CCCCC1)c1sc2ccccc2c1Cl,.,?,?,7%,?,18µM*,i,0%,-11
Cc1ccccc1Nc1nc(N)nc(CN2C(=O)NC3(CCCCC3C)C2=O)n1 (stereo not given),1%,3%,5%,-16%,4%,0%,i,12%,16
Cc1cc(C)cc(CC(CC(=O)Nc2ccc(Cl)cc2)C(=O)O)c1 (stereo not given),-10%,0%,0%,-1%,-13%,-1%,i,9%,41
CCNC(=S)NNC(=O)c1cc(-c2cccc(OC)c2)nc2ccccc12,-390%[inhibitor],5%,8%,46%[activator],-4%,1%,i,1%,2
CCC(C)C(Nc1ncnc2scc(-c3ccccc3)c12)C(=O)O (stereo not given),-3%,-4%,-3%,-4%,-1%,0%,i,-6%,43
CC1(C)CC(NC(=S)NCc2ccco2)CC(C)(C)N1,-6%,5%,-9%,.,7%,12%,i,3%,-7
O=[N+]([O-])c1ccc(N2CCN(Cc3ccc4c(c3)OCO4)CC2)nc1,-3%,?,?,-28%,4%,?,i,-4%,-23
O=C(O)CSc1ncnc2scc(-c3ccc(Br)cc3)c12,-4%,-11%,2%,-12%,3%,?,i,5%,15
COC(=O)c1ccc(C(=S)N2CCOCC2)cc1,-28%,15%,14%,2%,14%,7%,i,3%,-2
CNCCCCOc1ccccc1-c1ccccc1,?,?,-19%,-24%,25%,?,i,?,?
Cc1ccc(NS(=O)(=O)c2ccc(NC(=O)c3ccc(Br)o3)cc2)c(C)c1,4%,?,?,-32%,?,18µM*,i,21µM*,-25

# The listing continues.
SMILES,SW480 rereplic,HT1080 IDH1KD tx,HT1080NT lethal,ATXN2 expr inh,MCF10A rerep,KB-V1 MDR tox,S2 tox,KB-3-1 cytotox,IL1B secr inh
COc1ccccc1NC(=O)Cc1noc(CSc2cc(C)c3ccccc3n2)n1,-4%,3%,-1%,-6%,6%,-9%,i,0%,6
C[C@@H]1O[C@H](C2CCCCC2)Cc2[nH][nH]c(=O)c21,.,-6%,4%,12%,.,?,i,?,0
CC(Oc1ccc(Br)cc1)C(=O)Nc1cc(S(=O)(=O)N2CCOCC2)ccc1N1CCCC1 (stereo not given),-304%[inhibitor],-6%,1%,-1%,-2%,-8%,i,-10%,-13
O=C(Nc1cccc(O)c1)c1ccc(NC(=O)C2CCCO2)cc1 (stereo not given),-15%,0%,-9%,5%,-12%,-14%,i,-3%,-23
O=c1cc(-c2ccc([N+](=O)[O-])cc2)c2ccc(O)cc2o1,?,?,?,-9%,?,-8%,i,26%,-7
CS(=O)(=O)Nc1cccc(C2=NN(C(=O)c3ccccc3Cl)C(c3ccccc3O)C2)c1 (stereo not given),-4%,-11%,-13%,0%,10%,-9%,i,0%,24
Cc1ccc(C(=O)CSc2nnc3n2CCCCC3)s1,11%,12%,8%[9.24 µM],35%[activator],0%,14%,i,-1%,-6
